# Screening data: PubChem BioAssay, several laboratories
# TbMetRS inhib: T. brucei MetRS inhibitors, primary screen, biochemical, luminescence; methionyl-tRNA synthetase (Trypanosoma brucei brucei); inhibition, % at 11.9 µM; AID 624268, 2012; 360,000 compounds, 0.4% hits; purified T. brucei MetRS, ATP depletion, Kinase-Glo luminescence;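 active means inhibition above a per-plate cutoff of the control wells' mean inhibition plus 3 SD, cut at about 5.5% in these data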;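 further: 0% = DMSO wells median and 100% = median of wells with control inhibitor compound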
#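 Measured by: Kinase-Glo luciferase luminescence reporting remaining unconsumed ATP. Material: purified T. brucei MetRS enzyme. Doses: 11.9 µM compound single dose, 0.9% DMSO. Medium: HEPES buffer containing pyrophosphatase, BSA, spermine, DTT. Times: 15 min preincubation, 2 h reaction, all 25 °C. Reagent: methionine, ATP and bulk E. coli tRNA.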
# LMPTP block: LMPTP phosphatase inhibitors, primary screen, biochemical, fluorescence intensity, uHTS | Low molecular weight phosphotyrosine protein phosphatase (Homo sapiens), P24666 | recombinant LMPTP-A, OMFP fluorogenic substrate | inhibition, % at 20 µM | 360,000 compounds, 0.22% hits | AID 651560, 2012;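 active means compounds that cut the enzyme signal by at least half of the control window in the single-dose screen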;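 further: plate controls were DMSO wells with enzyme plus substrate for no effect and substrate without enzyme for full effect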
# Target sequence (P24666 whole entry, looked up): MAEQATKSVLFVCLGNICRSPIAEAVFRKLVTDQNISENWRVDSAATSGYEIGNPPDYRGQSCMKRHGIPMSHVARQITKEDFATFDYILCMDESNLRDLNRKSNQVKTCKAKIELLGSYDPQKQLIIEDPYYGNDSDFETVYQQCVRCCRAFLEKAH
#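 Test system: LMPTP-A phosphatase enzyme. Amount: LMPTP-A at 0.625 nM final in the reaction. Reagent: OMFP substrate, 400 µM final. Times: 50 min at room temperature. Signal: endpoint fluorescence intensity from OMFP dephosphorylation. Read-out basis: % inhibition. Benchmarks: no-enzyme and uninhibited controls.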
# Neddylation inh: inhibitors of cullin neddylation, primary screen, biochemical, TR-FRET, uHTS, NAE and Ubc12. calls only at 25 µM. 360,000 compounds, 0.58% hits. NEDD8-conjugating enzyme Ubc12 (Homo sapiens) + NEDD8-activating enzyme E1 regulatory …; in the data active means inhibition above about 36%
# Target sequence (P61081 whole entry, looked up): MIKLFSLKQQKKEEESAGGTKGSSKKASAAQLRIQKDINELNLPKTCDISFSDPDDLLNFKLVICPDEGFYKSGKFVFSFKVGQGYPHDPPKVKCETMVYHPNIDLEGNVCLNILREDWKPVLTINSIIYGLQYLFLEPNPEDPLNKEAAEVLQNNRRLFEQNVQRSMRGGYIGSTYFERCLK
# Target sequence (Q13564 whole entry, looked up): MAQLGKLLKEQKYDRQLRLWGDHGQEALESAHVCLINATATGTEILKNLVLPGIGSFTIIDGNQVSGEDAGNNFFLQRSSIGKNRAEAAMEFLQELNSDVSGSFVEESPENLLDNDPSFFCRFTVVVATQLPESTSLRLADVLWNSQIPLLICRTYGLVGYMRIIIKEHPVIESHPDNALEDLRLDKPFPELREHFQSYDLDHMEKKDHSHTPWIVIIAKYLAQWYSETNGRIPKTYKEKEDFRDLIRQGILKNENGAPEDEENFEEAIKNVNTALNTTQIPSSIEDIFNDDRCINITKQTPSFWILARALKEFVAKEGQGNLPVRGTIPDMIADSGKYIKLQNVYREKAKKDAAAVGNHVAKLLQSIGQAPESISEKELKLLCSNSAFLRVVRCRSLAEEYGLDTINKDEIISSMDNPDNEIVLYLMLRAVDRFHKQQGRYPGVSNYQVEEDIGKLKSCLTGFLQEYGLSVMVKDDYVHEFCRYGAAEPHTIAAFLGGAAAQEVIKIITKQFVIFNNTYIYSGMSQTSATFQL
# CendR NRP1 mod: modulators of CendR peptide binding to NRP-1, primary screen, biochemical, fluorescence polarization, uHTS; Neuropilin-1 (Homo sapiens), O14786; FAM-RPARPAR peptide binding to NRP-1; inhibition, % at 25 µM; 360,000 compounds, 0.85% hits; AID 602438, 2012;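 active means inhibition or corrected inhibition above about 18%, plus a signal ratio from 0.5 to 1.5, limit read from the data, passing the limit was not always enough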; further: strong numbers were not always called active
# NadD inh: inhibitors of S. aureus NadD, primary screen, biochemical, colorimetric, uHTS. Nicotinate-nucleotide adenylyltransferase NadD (Staphylococcus aureus N315). purified NadD enzyme, colorimetric absorbance read-out. inhibition, % at 20 µM. 360,000 compounds, 0.78% hits; in the data active means inhibition above about 26%; further: some compounds past the cut are filed as inactive
# Scp1 inh: Scp-1 phosphatase inhibitors, primary screen, biochemical, colorimetric, uHTS. Carboxy-terminal domain RNA polymerase II polypeptide A small phosphatase 1 (Homo …. 340,000 compounds, 0.88% hits. inhibition, % at 20 µM. Recombinant Scp1, phosphopeptide, malachite green phosphate absorbance;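 active means inhibition above about 50% at 20 µM, limit read from the data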;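 further: plate controls were DMSO wells with enzyme for no effect and wells lacking enzyme for full effect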
#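 System: truncated SCP-1 phosphatase (76-261aa); medium: Tris acetate buffer pH 5.5 with MgCl2 and Tween-20; incubation: 45 min room-temperature reaction, 5 min colour, 30 min stabiliser; compound: single 20 µM dose, 1% DMSO; reagent: Phosphorylated 17-residue peptide substrate; read-out: % inhibition at 20 µM; technique: colorimetric free-phosphate detection, absorbance 630 nm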
# STEP block: STEP phosphatase inhibitors, primary screen, biochemical, fluorescence intensity, uHTS; Tyrosine-protein phosphatase non-receptor type 5 (Homo sapiens), P54829; recombinant STEP, OMFP fluorogenic substrate; inhibition, % at 20 µM; 360,000 compounds, 0.25% hits; AID 588621, 2011;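 active means inhibition at 20 µM, scaled per plate between control wells, above about 37%, limit read from the data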;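 further: 0% = DMSO with enzyme and substrate and 100% = substrate only without enzyme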
#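 System: STEP phosphatase, cell-free reaction; Buffer or medium: Bis-Tris pH 6.0 buffer with DTT, detergent; Incubation: 20 min at room temperature, dark; Measured by: fluorescence, 480/540 nm.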
# SUMO1-SIM PPI: modulators of SUMO1 protein-protein interactions, primary screen, biochemical, uHTS; Small ubiquitin-related modifier 1 (Homo sapiens), P63165; SUMO1 binding to a labelled peptide, TR-FRET, 1 h; inhibition, % at 20 µM; 360,000 compounds, 0.33% hits; AID 602429, 2012; in the data active means inhibition above about 37%
# Target sequence (P63165 whole entry, looked up): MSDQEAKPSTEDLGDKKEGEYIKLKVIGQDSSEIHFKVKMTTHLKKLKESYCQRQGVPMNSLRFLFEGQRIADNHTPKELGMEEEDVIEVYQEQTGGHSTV
# DNMT1 inh: human DNMT1 methyltransferase inhibitors, primary screen, biochemical, molecular beacon, fluorescence, HinP1I cleavage, uHTS; AID 588458, 2011; inhibition (reported as % activation of signal), % at 10 µM; 360,000 compounds, 0.83% hits; in the data active means inhibition above about 50%
# SKN-1 inh: suppressors of acrylamide-induced Pgst-4::GFP reporter in worms, primary screen, SKN-1 inhibitor project, whole organism, uHTS, GFP/RFP fluorescence ratio, strain VP596; inhibition, % at 21.8 µM; C. elegans VP596 Pgst-4::GFP/RFP ratio, 24 h; 360,000 compounds, 0.49% hits;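 active means interference check ratio from 0.5 to 1.5 plus GFP to RFP signal ratio inhibition reaching or exceeding a fixed threshold, cut at about 30% in these data, passing the limit was not always enough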; further: some compounds called inactive have numbers as strong as hits
# The depositor's hits bear a star; i = inactive; . = not tested or not shown; + = active, no number.
SMILES,TbMetRS inhib,LMPTP block,Neddylation inh,CendR NRP1 mod,NadD inh,Scp1 inh,STEP block,SUMO1-SIM PPI,DNMT1 inh,SKN-1 inh
CN(C)C(CNC(=O)c1cccc(S(=O)(=O)N2CCN(c3ccc(F)cc3)CC2)c1)c1ccccc1 (stereo unspecified),-0.3,2.8,i,1,-10,-5,-1,-3,3,46*
CCOCCCNC(=O)CCc1ccc(S(=O)(=O)Nc2ccc(C)cc2)cc1,-0.1,-0.7,i,7,-3,-3,8,0,0,-6
O=C(NCc1ccccc1F)C1CCCN1C(=O)NCc1ccccc1 (stereo unspecified),-0.4,-1.0,i,11,-8,-1,2,-2,4,2
COc1cccc(/C=N/Nc2ccc(C(=O)O)cc2)c1O,-1.2,-1.0,i,-5,-7,-12,2,-6,1,9
CC1=NNC(=O)C1C(c1ccccc1)C(C#N)C#N (stereo unspecified),1.2,-0.7,i,-8,0,-8,3,-1,-5,-7
CCCSCCCNC(=O)Cn1nc(CC)n2c(cc3c(OC)cccc32)c1=O,-0.7,14,.,-9,-3,-4,2,1,47,11
CCOC(=O)N1CCC(NC(=O)CS(=O)Cc2nc(-c3ccc(C)cc3)oc2C)CC1 (stereo unspecified),-0.2,0.1,i,-3,-4,-3,-1,4,1,13
CCOC(=O)c1c(C)[nH]c(C(=O)COC(=O)c2c(CC)noc2C)c1C,-0.3,1.6,i,-3,-5,-9,-2,4,-2,10
O=C1NC(=S)SC1=C1CCCCCC1,-0.1,-1.9,i,-32,4,-13,-2,-2,0,8
COC(=O)c1ccc(CSc2n[nH]c(=S)s2)o1,0.1,-2.1,i,0,2,9,-4,2,4,-10
CCNS(=O)(=O)c1ccc(CCC(=O)NCCc2ccc(OC)cc2)cc1,0.4,0.3,i,0,2,-5,0,2,-1,-1
CC1(c2nnnn2C2CCCC2)CCC(=O)N1c1ccc2c(c1)OCCO2 (stereo unspecified),-0.5,-2.6,i,-9,.,.,.,-4,.,19
CCCCCC(=O)Nc1ccc(Cc2ccncc2)cc1,0.1,0.4,i,-4,0,0,-2,-4,-2,3
CC(=O)Nc1ccc(CN(C)c2c(C)nc3ccc(C(=O)NCCCN4CCCC4=O)cn23)cc1,0.2,-3.6,i,-12,5,.,-2,-5,4,-8
COc1ccc(CCNC(=O)CNC(=O)N2CC(=O)Nc3ccccc32)cc1,0.8,-1.2,i,2,-2,.,3,4,2,5
COc1ccc(/C=C/C(=O)NC(=S)NNC(=O)c2cccnc2)cc1OC,-0.9,0.0,i,-6,7,-1,0,-7,3,-3
COc1cccc(-c2cc(C(=O)N3CCN(Cc4ccccc4)CC3)no2)c1,-0.6,0.4,i,-2,1,0,-3,-3,-7,-5
CC1(C(=O)NCc2cccnc2)CCC(=O)N1CCc1ccccc1 (stereo unspecified),-0.5,0.0,i,-6,2,-10,-1,-2,17,12
Oc1ccc(/C=N/n2cnn(Cc3ccccc3Cl)c2=S)c(O)c1,-0.8,2.3,i,2,-2,-1,2,5,-7,-3
COc1cc(NC(=O)CCN2CC(C)OC(C)C2)cc(OC)c1 (stereo unspecified),5.8*,0.1,i,1,-5,-5,0,-3,-3,-6

# Filtered by structure, the entries above with an NH in an aromatic ring (2)
SMILES,TbMetRS inhib,LMPTP block,Neddylation inh,CendR NRP1 mod,NadD inh,Scp1 inh,STEP block,SUMO1-SIM PPI,DNMT1 inh,SKN-1 inh
CCOC(=O)c1c(C)[nH]c(C(=O)COC(=O)c2c(CC)noc2C)c1C,-0.3,1.6,i,-3,-5,-9,-2,4,-2,10
COC(=O)c1ccc(CSc2n[nH]c(=S)s2)o1,0.1,-2.1,i,0,2,9,-4,2,4,-10

# Continued.
SMILES,TbMetRS inhib,LMPTP block,Neddylation inh,CendR NRP1 mod,NadD inh,Scp1 inh,STEP block,SUMO1-SIM PPI,DNMT1 inh,SKN-1 inh
Cc1ccc(OCc2ccc(C(=O)N3CCOCC3)cc2)cc1C,-0.7,-0.3,i,8,1,0,0,2,-1,9
CCc1nc(SCC(=O)Nc2ccccc2)c2c(=O)n(C)c(=O)n(C)c2n1,-0.2,0.0,i,18,4,-2,1,-4,1,9
CCOc1cc(N2CCOCC2)c(OCC)cc1NC(=O)[C@H](C)NC(=O)c1ccco1,0.0,-1.0,i,-1,-3,12,1,1,7,14
CCCn1c(-c2ccc[nH]c2=O)nc2cc(C)c(C)cc21,-0.9,0.1,.,5,-6,-6,4,2,4,5
CN(Cc1ccccc1)C(=O)c1ccc(COc2ccccc2)cc1,-1.0,1.4,i,-19,-2,-12,1,8,1,1
Nc1ncnc2c1C(c1ccccc1)c1c(ccc3ccccc13)O2 (stereo unspecified),-0.4,0.4,i,-1,1,6,2,7,-2,-2
CCN(CC(=O)Nc1ccc(OC)cc1)C(=O)c1cc2c(s1)CCCCC2,-0.6,0.1,i,-2,-8,-6,-1,3,-2,8
CSc1ncccc1C(=O)OCC(=O)N(C)C1CCS(=O)(=O)C1 (stereo unspecified),-0.1,-3.1,i,0,-5,-13,2,-2,2,-1
COc1ccc(N2CCN(C(=O)C3CCN(S(=O)(=O)c4ccc(C)cc4)CC3)CC2)cc1,0.3,0.7,i,4,7,-1,1,-4,-6,6
CCC(C)(C)NC(=O)C(c1ccc(C)o1)N(Cc1ccc2c(c1)OCO2)C(=O)c1snc(C(N)=O)c1N (stereo unspecified),-0.5,2.0,i,3,-7,-5,1,0,0,0
O=[N+]([O-])c1cccc(C(=S)N2CCN(c3ccc(F)cc3)CC2)c1,-1.8,-0.1,i,-3,-1,9,5,-7,4,64
CC(=O)Nc1ccc(S(=O)(=O)Nc2nc3ccccc3nc2Cl)cc1,-0.1,-1.9,i,2,-4,-4,-4,-1,-1,5
COc1cc(C=O)ccc1OC(=O)c1cccnc1,0.2,-0.3,i,-8,3,4,-2,2,0,12
O=C(NC1CCCc2c1cnn2-c1cc(F)cc(F)c1)c1ccc[n+]([O-])c1 (stereo unspecified),0.1,-0.5,i,7,1,-4,0,0,3,0
COc1cccc(C(O)c2nc(-c3ccccc3OC)cs2)c1 (stereo unspecified),-0.1,-0.7,i,4,0,.,-3,1,-4,5
Cc1cc(C)c(C)c(SCC(=O)Nc2oc(C)c3c(C)n[nH]c(=O)c23)c1C,-0.4,-2.6,i,1,5,-2,1,-17,-4,1
CCOCCN(C(=O)c1ccccc1Cl)c1ccccc1,-0.3,-0.9,i,-11,2,-7,0,0,-1,4
CSc1ccccc1NC(=S)Nc1cc(C)cc(C)c1,-0.6,0.4,i,-8,-5,10,3,1,1,0
Cc1c(Cl)cccc1NC(=S)NCCN1CCOCC1,0.0,-2.7,i,5,0,-7,-3,2,0,-4
O=C(c1ccc([N+](=O)[O-])o1)N1CCN(Cc2ccccc2)CC1,-0.2,-0.3,i,4,1,2,0,-35,-5,-7

# Three entries from above, ordered by count of non-hydrogen atoms, lowest first.
SMILES,TbMetRS inhib,LMPTP block,Neddylation inh,CendR NRP1 mod,NadD inh,Scp1 inh,STEP block,SUMO1-SIM PPI,DNMT1 inh,SKN-1 inh
CSc1ccccc1NC(=S)Nc1cc(C)cc(C)c1,-0.6,0.4,i,-8,-5,10,3,1,1,0
COc1cccc(C(O)c2nc(-c3ccccc3OC)cs2)c1 (stereo unspecified),-0.1,-0.7,i,4,0,.,-3,1,-4,5
Cc1cc(C)c(C)c(SCC(=O)Nc2oc(C)c3c(C)n[nH]c(=O)c23)c1C,-0.4,-2.6,i,1,5,-2,1,-17,-4,1

# Following part.
SMILES,TbMetRS inhib,LMPTP block,Neddylation inh,CendR NRP1 mod,NadD inh,Scp1 inh,STEP block,SUMO1-SIM PPI,DNMT1 inh,SKN-1 inh
Cc1ccc(C(C)n2cc(C(=O)NCc3ccncc3)nn2)cc1 (stereo unspecified),0.5,-0.9,i,-4,6,-5,2,1,-1,-2
COc1ccc(CCN2C(=O)N(c3ccc(OC)cc3)C(=O)C2CC(=O)Nc2ccc(OC)cc2)cc1 (stereo unspecified),1.4,0.3,i,2,-4,-16,-2,1,3,-14
CCOCC(=O)Nc1c(C(=O)OCC)oc2ccccc12,0.2,-2.6,i,1,0,-8,0,-6,2,-1
CC12CC3CC(C)(C1)CC(C(=O)NNC(=O)c1ccncc1)(C3)C2,-0.7,0.4,i,0,2,-2,-1,-4,-1,24
CN(C(=O)c1ccc(C#N)cc1)c1nnc(-c2ccccn2)s1,-0.6,-2.1,i,3,-4,-2,5,5,3,-8
O=C(CNc1ccc(Cl)cc1)c1ccc(Br)cc1,-0.4,-1.2,i,-3,3,-1,9,-4,2,13
CCn1c(-c2csc(C(C)C)c2)n[nH]c1=S,0.3,-1.1,i,-7,-1,0,2,1,6,2
CN(C)c1nc(N)nc(CSc2nnnn2-c2ccccc2)n1,0.1,-1.0,i,-2,-1,-4,2,1,-3,13
CCCCC(CC)CNC(=O)CCS(=O)(=O)c1cccc2nsnc12 (stereo unspecified),-0.4,-0.4,i,-5,-7,-3,-1,-23,-1,10
Cc1cc(C)n(-c2ccc3nncn3n2)n1,0.4,-0.5,i,-3,3,-3,1,3,-1,3
CC1CCN(Cc2ccc(NC(=O)CC3Oc4ccccc4NC3=O)cc2)CC1 (stereo unspecified),-0.8,1.9,i,-4,-1,3,6,3,6,0
Cc1c(-c2ccc(Cl)cc2)[n+](=O)c(-c2ccccc2)cn1[O-],-0.2,-1.3,i,10,0,-7,0,-6,0,14
COc1ccc(C(=O)C2CCN(S(=O)(=O)c3ccc4c(c3)OCCO4)CC2)cc1,0.0,2.2,i,10,-1,-11,2,0,-3,1
C=CCSc1nc2ccccc2n2cnnc12,-0.5,0.0,i,-7,4,2,1,-14,1,-14
Nc1ccn(-c2ccccc2)c(=O)c1,-0.5,0.0,i,-1,6,-2,0,-1,1,1
Cc1csc(N2CCN(c3cc4c(cc3Cl)nc(-c3ccncc3)n4CCCN3CCCC3)CC2)n1,0.2,2.6,+,-17,0,0,4,-13,-6,-5
O=C(CCS(=O)(=O)Cc1ccccc1)Nc1nnc(C(F)(F)F)s1,-0.2,0.5,i,2,-1,-2,-3,-7,3,-7
